Source: PubChem BioAssay (Broad Institute)
miR122 inh: miR-122 Renilla sensor signal increase in Huh7, primary screen, miR-122 inhibitor project, cell-based, single point, plate reader; actives 0.3% (n = 340,000); AID 602342, 2012; Huh7 miR-122 Renilla luciferase sensor, 48 h; neutral wells = 0, positive control = 100; activation (reporter increase), % at 12.5 µM;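 active = mean replicate activation score at least 90 and every replicate individually at or above 90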;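 also: higher luciferase means less miR-122 activity so hits act as miR-122 inhibitors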
CFTR F508del cor: F508del CFTR correction, initial screen, CFBE line, single point. CFBE cells, YFP halide quenching; stimulated with forskolin plus potentiator P3; % fluorescence drop versus neutral controls. activity (quench increase), % at 7.58 µM. actives 0.36% (n = 350,000). AID 720511, 2013;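 active = mean added fluorescence quench of at least 8% versus neutral control, with both replicates also reaching 8%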;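 also: cells transiently co-express mutant CFTR-F508del with the halide-sensitive YFP; corrector assay measuring rescue of mutant channel to the surface after 24 h compound exposure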
An asterisk follows results filed as active; [ ] = another dose, or the depositor's remark. An excerpt; the hit share may differ from the screen's.

`C[C@@H]1CN([C@@H](C)CO)C(=O)CCCn2nncc2CO[C@@H]1CN(C)C(=O)NC1CCCC1` gave miR122 inh -4[16.7 µM] and CFTR F508del cor 3.3.
`CCC(=O)Nc1ccc2c(c1)C(=O)N(C)[C@@H]1CC[C@@H](CC(=O)NCCc3ccncc3)O[C@@H]1CO2` gave miR122 inh 4[16.7 µM] and CFTR F508del cor 0.8.
For CC1(c2nnc(-c3cccc(Cl)c3)o2)CC(c2cccnc2)=NO1 (configuration not stated) the results were miR122 inh 0 and CFTR F508del cor -0.8.
Screening C[C@@H]1CN([C@H](C)CO)C(=O)c2cccc(NC(=O)c3cnccn3)c2O[C@@H]1CN(C)C(=O)NC1CCCCC1 returned miR122 inh 8[16.7 µM] and CFTR F508del cor -2.8.
For CCC(=O)Nc1ccc2c(c1)C(=O)N(C)C[C@@H](OC)[C@@H](C)CN(C(=O)CN1CCOCC1)[C@H](C)CO2 the results were miR122 inh -5[16.7 µM] and CFTR F508del cor -0.9.
CO[C@H]1CN(C)C(=O)c2ccc(NC(C)=O)cc2OC[C@H](C)N(C(=O)c2ccccc2F)C[C@@H]1C was read as miR122 inh 8[16.7 µM] and CFTR F508del cor -0.3.
Cc1ccc(S(=O)(=O)Nc2ccc3c(c2)C(=O)N([C@H](C)CO)C[C@@H](C)[C@H](CN(C)Cc2ccc(Oc4ccccc4)cc2)O3)cc1 was read as miR122 inh -1[16.7 µM] and CFTR F508del cor 5.1.
`COc1ccccc1-c1ccc2c(c1)O[C@@H](CN(C)CC1CC1)[C@H](C)CN([C@@H](C)CO)S2(=O)=O` gave miR122 inh 3[16.7 µM] and CFTR F508del cor -4.0.
CO[C@H]1CN(C)C(=O)c2ccc(NC(=O)c3cnccn3)cc2OC[C@H](C)N(C)C[C@H]1C was read as miR122 inh 17[16.7 µM] and CFTR F508del cor -0.1.
`CCOC(=O)N/N=C/c1cn(CCCOc2ccc(C)cc2)c2ccccc12` gave miR122 inh 10 and CFTR F508del cor -2.0.
CC1(c2nnc(-c3cccc(Cl)c3)o2)CC(c2ccc(C#N)cc2)=NO1 (configuration not stated) was read as miR122 inh 5 and CFTR F508del cor -3.3.
For Cc1ccc(S(=O)(=O)Nc2ccc3c(c2)CC(=O)N([C@@H](C)CO)C[C@@H](C)[C@@H](CN(C)Cc2ccc(C(=O)O)cc2)O3)cc1 the results were miR122 inh 3[16.7 µM] and CFTR F508del cor -1.3.
For C[C@@H]1CN([C@@H](C)CO)S(=O)(=O)c2ccc(-c3ccc(F)cc3)cc2O[C@H]1CN(C)C(=O)C1CCC1 the results were miR122 inh 8[16.7 µM] and CFTR F508del cor -2.1.
Screening O=C(C1CC1)N1CCCCN2[C@H](C1)[C@H](c1ccc(C#CC3(O)CCCC3)cc1)[C@@H]2CO returned miR122 inh -25[16.7 µM] and CFTR F508del cor 1.6.
Screening CC(C)NC(=O)N(C)C[C@H]1Oc2c(NS(=O)(=O)c3cccs3)cccc2C(=O)N([C@H](C)CO)C[C@H]1C returned miR122 inh 4[16.7 µM] and CFTR F508del cor -0.9.
`CNC[C@H]1Oc2ncc(Br)cc2C(=O)N([C@@H](C)CO)C[C@H]1C` gave miR122 inh 0[16.7 µM] and CFTR F508del cor 0.1.
Screening C[C@@H]1CN([C@@H](C)CO)C(=O)Cc2cc(NS(=O)(=O)c3ccc(Cl)cc3)ccc2O[C@H]1CN(C)C(=O)Nc1ccc2c(c1)OCO2 returned miR122 inh 4[16.7 µM] and CFTR F508del cor -1.7.
For C[C@H]1CN([C@@H](C)CO)C(=O)c2cccc(NC(=O)Nc3cccc4ccccc34)c2O[C@H]1CN(C)Cc1ccc(-c2ccccc2)cc1 the results were miR122 inh -2[16.7 µM] and CFTR F508del cor 1.2.
`C[C@@H](NC(=O)c1nc[nH]c1C(=O)OCc1ccccc1)c1ccccc1` gave miR122 inh -5 and CFTR F508del cor 0.2.
For COc1ccc(NC(=O)N(C)C[C@H]2Oc3c(NS(=O)(=O)c4ccccc4)cccc3C(=O)N([C@@H](C)CO)C[C@@H]2C)cc1 the results were miR122 inh 2[16.7 µM] and CFTR F508del cor -4.3.
Screening CCCNC(=O)Nc1ccc2c(c1)C(=O)N(C)C[C@@H](OC)[C@H](C)CN(CCC(F)(F)F)[C@@H](C)CO2 returned miR122 inh 5[16.7 µM] and CFTR F508del cor -1.6.
`COc1ccc(S(=O)(=O)Nc2ccc3c(c2)C(=O)N([C@@H](C)CO)C[C@H](C)[C@@H](CN(C)C(=O)Nc2ccc4c(c2)OCO4)O3)cc1` gave miR122 inh -5[16.7 µM] and CFTR F508del cor -1.0.
COc1ccc(-c2ccc3c(c2)[C@@H]2[C@@H](CCN2C(=O)Cc2ccccn2)[C@H](CO)N3C)cc1 was read as miR122 inh 4[16.7 µM] and CFTR F508del cor -1.0.
Screening O=C(C1CCC1)N1CC[C@H]2[C@H](CO)Nc3ccc(-c4cccc(F)c4)cc3[C@H]21 returned miR122 inh -7[16.7 µM] and CFTR F508del cor 4.0.
`CCN(C[C@H]1[C@H](c2ccccc2)[C@H](CO)N1C(=O)C1CC1)C(=O)NC1CCCC1` gave miR122 inh -12[16.7 µM] and CFTR F508del cor 0.0.
`C[C@@H]1CN([C@H](C)CO)S(=O)(=O)c2ccc(C3=CCCCC3)cc2O[C@@H]1CN(C)CC1CC1` gave miR122 inh 11[16.7 µM] and CFTR F508del cor -2.6.
`C[C@H](CO)N1C[C@H](C)[C@@H](CN(C)C(=O)Cc2ccccc2)OCCCC[C@H](C)Oc2ccc(NS(C)(=O)=O)cc2C1=O` gave miR122 inh 5[16.7 µM] and CFTR F508del cor 1.6.
For COc1ccc(S(=O)(=O)Nc2ccc3c(c2)C(=O)N([C@@H](C)CO)C[C@@H](C)[C@H](CN(C)S(=O)(=O)c2ccc(OC)cc2)OCCCC[C@H](C)O3)cc1 the results were miR122 inh 14[16.7 µM] and CFTR F508del cor -0.3.
`COc1cccc(-c2ccc3c(c2)[C@@H]2[C@@H](CCN2Cc2ccccc2OC)[C@@H](CO)N3)c1` gave miR122 inh 2[16.7 µM] and CFTR F508del cor 0.9.
`C[C@@H]1CN([C@H](C)CO)C(=O)CCCn2cc(nn2)CO[C@@H]1CN(C)C(=O)c1ccc2ccn(C)c2c1` gave miR122 inh 0[16.7 µM] and CFTR F508del cor 2.0.
CNC[C@H]1Oc2ncc(C#Cc3ccccc3F)cc2C(=O)N([C@H](C)CO)C[C@H]1C was read as miR122 inh -2[16.7 µM] and CFTR F508del cor 0.3.
For C[C@@H]1CN([C@@H](C)CO)C(=O)c2cc(C#CC3(O)CCCC3)cnc2O[C@@H]1CN(C)C(=O)C1CC1 the results were miR122 inh -5[16.7 µM] and CFTR F508del cor -0.2.
C[C@H]1CN([C@@H](C)CO)C(=O)Cc2cc(NC(=O)Cc3cn(C)c4ccccc34)ccc2O[C@H]1CN(C)S(=O)(=O)c1ccc(Cl)cc1 was read as miR122 inh 0[16.7 µM] and CFTR F508del cor 1.5.
C[C@H](CO)N1C[C@H](C)[C@H](CN(C)S(=O)(=O)c2ccccc2)Oc2ncc(C#CC(C)(C)O)cc2C1=O was read as miR122 inh -6[16.7 µM] and CFTR F508del cor -3.2.
Screening CCOC(=O)C[C@H]1c2cc(F)ccc2S(=O)(=O)N1Cc1ccc(OC)cc1 returned miR122 inh -4 and CFTR F508del cor -0.4.
For C[C@H]1CN([C@@H](C)CO)S(=O)(=O)c2ccc(C#CC3CC3)cc2O[C@H]1CN(C)C(=O)C1CCCCC1 the results were miR122 inh 28[16.7 µM] and CFTR F508del cor -1.1.
CN1c2ccc(-c3ccccc3F)cc2[C@H]2[C@H](CCN2S(=O)(=O)c2ccc(F)cc2)[C@@H]1CO was read as miR122 inh -10[16.7 µM] and CFTR F508del cor 7.7.
CO[C@H]1CN(C)C(=O)c2ccc(NC(C)=O)cc2OC[C@@H](C)N(C(=O)c2cnccn2)C[C@@H]1C was read as miR122 inh 1[16.7 µM] and CFTR F508del cor -2.2.
For C[C@H]1CN([C@@H](C)CO)S(=O)(=O)c2ccc(-c3ccc(F)cc3)cc2O[C@H]1CN(C)C(=O)Nc1ccc(F)cc1 the results were miR122 inh 16[16.7 µM] and CFTR F508del cor -0.3.
`CO[C@H]1CN(C)C(=O)c2ccc(NC(=O)Nc3ccccc3)cc2OC[C@@H](C)N(C(=O)CN(C)C)C[C@@H]1C` gave miR122 inh -26[16.7 µM] and CFTR F508del cor -0.8.

Already shown: 7 of the compounds above.
CNC[C@H]1Oc2ncc(C#Cc3ccccc3F)cc2C(=O)N([C@H](C)CO)C[C@H]1C was read as miR122 inh -2[16.7 µM] and CFTR F508del cor 0.3.
For C[C@@H]1CN([C@@H](C)CO)C(=O)c2cc(C#CC3(O)CCCC3)cnc2O[C@@H]1CN(C)C(=O)C1CC1 the results were miR122 inh -5[16.7 µM] and CFTR F508del cor -0.2.
C[C@H]1CN([C@@H](C)CO)C(=O)Cc2cc(NC(=O)Cc3cn(C)c4ccccc34)ccc2O[C@H]1CN(C)S(=O)(=O)c1ccc(Cl)cc1 was read as miR122 inh 0[16.7 µM] and CFTR F508del cor 1.5.
C[C@H](CO)N1C[C@H](C)[C@H](CN(C)S(=O)(=O)c2ccccc2)Oc2ncc(C#CC(C)(C)O)cc2C1=O was read as miR122 inh -6[16.7 µM] and CFTR F508del cor -3.2.
Screening CCOC(=O)C[C@H]1c2cc(F)ccc2S(=O)(=O)N1Cc1ccc(OC)cc1 returned miR122 inh -4 and CFTR F508del cor -0.4.
For C[C@H]1CN([C@@H](C)CO)S(=O)(=O)c2ccc(C#CC3CC3)cc2O[C@H]1CN(C)C(=O)C1CCCCC1 the results were miR122 inh 28[16.7 µM] and CFTR F508del cor -1.1.
CN1c2ccc(-c3ccccc3F)cc2[C@H]2[C@H](CCN2S(=O)(=O)c2ccc(F)cc2)[C@@H]1CO was read as miR122 inh -10[16.7 µM] and CFTR F508del cor 7.7.

(more compounds)
For C[C@@H]1CN([C@@H](C)CO)C(=O)Cc2cc(NC(=O)Nc3ccc(F)cc3)ccc2O[C@H]1CN(C)S(=O)(=O)c1cn(C)cn1 the results were miR122 inh 2[16.7 µM] and CFTR F508del cor -2.1.
Screening Cc1ccc(S(=O)(=O)Nc2ccc3c(c2)C(=O)N([C@@H](C)CO)C[C@@H](C)[C@@H](CN(C)C(=O)Nc2cccc4ccccc24)O3)cc1 returned miR122 inh -2[16.7 µM] and CFTR F508del cor -1.8.
For Cn1ccc2cc(-c3csc(N4CCC(C(N)=O)CC4)n3)ccc21 the results were miR122 inh -1 and CFTR F508del cor 2.0.
For COCCNC(=O)C[C@H]1CC[C@@H]2[C@H](COc3ccc(NS(=O)(=O)c4ccc(Cl)cc4)cc3C(=O)N2C)O1 the results were miR122 inh 12[16.7 µM] and CFTR F508del cor -0.1.
For O=C(Nc1ccc(F)cc1)N1C[C@@H]2[C@H](c3ccccc31)[C@H](CO)N2C(=O)c1ccncc1 the results were miR122 inh -30[16.7 µM] and CFTR F508del cor -2.7.
Screening CNC[C@@H]1OCCCC[C@H](C)Oc2ccc(NS(=O)(=O)c3ccc(OC)cc3)cc2C(=O)N([C@H](C)CO)C[C@H]1C returned miR122 inh -3[16.7 µM] and CFTR F508del cor -1.3.
`Cc1ccc(S(=O)(=O)N(C)C[C@@H]2Oc3ccc(NS(=O)(=O)c4cn(C)cn4)cc3C(=O)N([C@@H](C)CO)C[C@H]2C)cc1` gave miR122 inh 0[16.7 µM] and CFTR F508del cor -2.0.
Screening C[C@H]1CN([C@@H](C)CO)C(=O)c2cccc(NS(=O)(=O)c3ccc(Cl)cc3)c2O[C@H]1CN(C)S(=O)(=O)c1cn(C)cn1 returned miR122 inh 6[16.7 µM] and CFTR F508del cor 0.8.
Screening Cc1cc([N+](=O)[O-])nn1CCCC(=O)Nc1sc2c(c1C(N)=O)CCCC2 returned miR122 inh -4 and CFTR F508del cor 1.0.
Screening Cc1ccc(S(=O)(=O)N(C)C[C@@H]2Oc3ccc(NS(=O)(=O)c4cn(C)cn4)cc3CC(=O)N([C@@H](C)CO)C[C@@H]2C)cc1 returned miR122 inh 4[16.7 µM] and CFTR F508del cor -1.8.
`CC(C)C#Cc1ccc2c(c1)O[C@H](CN(C)C(=O)C1CCC1)[C@@H](C)CN([C@H](C)CO)S2(=O)=O` gave miR122 inh 75[16.7 µM] and CFTR F508del cor -0.7.
`C[C@@H]1CN([C@@H](C)CO)C(=O)c2cc(NS(C)(=O)=O)ccc2O[C@H]1CN(C)S(=O)(=O)c1ccccc1` gave miR122 inh -3[16.7 µM] and CFTR F508del cor 1.0.
Screening Cc1ccccc1S(=O)(=O)Nc1ccc2c(c1)C(=O)N(C)[C@@H]1CC[C@@H](CC(=O)O)O[C@@H]1CO2 returned miR122 inh -2[16.7 µM] and CFTR F508del cor -3.6.
`C[C@@H]1CN([C@H](C)CO)C(=O)c2cc(Br)cnc2O[C@H]1CN(C)C(=O)C1CC1` gave miR122 inh 0[16.7 µM] and CFTR F508del cor 0.7.
COc1ccccc1NC(=O)N(C)C[C@H]1OCc2cn(nn2)CCCC(=O)N([C@@H](C)CO)C[C@H]1C was read as miR122 inh -2[16.7 µM] and CFTR F508del cor -3.6.
For CO[C@H]1CN(C)C(=O)c2ccc(NC(=O)c3ccc(F)cc3)cc2OC[C@H](C)N(C(=O)CN(C)C)C[C@@H]1C the results were miR122 inh -5[16.7 µM] and CFTR F508del cor 0.7.
For OC[C@@H]1[C@H](c2ccc(/C=C/c3ccccc3)cc2)[C@@H]2CN(Cc3cccnc3)CCCCN12 the results were miR122 inh 15[16.7 µM] and CFTR F508del cor 1.8.
For C[C@@H]1CN([C@@H](C)CO)C(=O)c2cc(-c3cccc(F)c3)cnc2O[C@@H]1CN(C)C(=O)C1CC1 the results were miR122 inh -7[16.7 µM] and CFTR F508del cor -2.5.
